# D2 agonist: HTS Assay for Allosteric Agonists of the Human D2 Dopamine Receptor: Primary Screen for Agonists; activation, % at 2 µM; actives 0.53% (n = 340,000); AID 485358, 2010; HEK293 T-REx D2 cells, calcium flux agonist mode;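 active means activation over 3 SD above normal in the single-dose calcium agonist read, cut at about 30% in these data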; further: 0% is about no effect
# Target sequence (P14416 whole entry, looked up): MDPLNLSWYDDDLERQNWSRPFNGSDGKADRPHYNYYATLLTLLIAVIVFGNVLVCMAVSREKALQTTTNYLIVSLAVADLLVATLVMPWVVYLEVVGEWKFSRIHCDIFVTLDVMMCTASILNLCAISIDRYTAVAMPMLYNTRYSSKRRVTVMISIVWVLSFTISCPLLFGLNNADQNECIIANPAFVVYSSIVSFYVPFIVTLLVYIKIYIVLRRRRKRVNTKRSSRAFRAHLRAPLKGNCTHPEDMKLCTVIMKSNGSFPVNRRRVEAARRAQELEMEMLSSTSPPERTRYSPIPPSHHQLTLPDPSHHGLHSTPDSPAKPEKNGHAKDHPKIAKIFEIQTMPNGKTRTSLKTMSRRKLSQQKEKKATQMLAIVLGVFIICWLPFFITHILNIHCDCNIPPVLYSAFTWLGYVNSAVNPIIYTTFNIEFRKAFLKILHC
#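 Tetracycline-induced HEK293 T-REx cells with force-coupled D2 receptor, plated overnight at 30 C, loaded with no-wash calcium dye. After a 10 s baseline, compound was pin-added and calcium flux read kinetically for 180 s; calcium rises flagged agonists.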
# TRHR agonist: qHTS for Small Molecule Agonists and Allosteric Enhancers of Human TRH Receptor: Primary Screen for Agonists; Thyrotropin-releasing hormone receptor (Homo sapiens), P34981; TRHR cells, calcium flux fluo-8, FDSS agonist mode; activation, % at 2 µM; actives 0.18% (n = 360,000); AID 493084, 2011; in the data active means activation above about 30%; further: 0% is about no effect
#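 TRHR-expressing cells loaded with fluo-8 calcium dye; 23 nL library compound pin-transferred, kinetic FDSS fluorescence (Ex 480/Em 530) recorded about 180 s for agonist-induced calcium release, before a 10 nM TRH EC20 addition for potentiator mode.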
# TRHR PAM: qHTS for Small Molecule Agonists and Allosteric Enhancers of Human TRH Receptor: Primary Screen for Enhancers; TRHR cells, fluo-8 calcium fluorescence, EC20 TRH enhancement; enhancement, % at 2 µM; actives 0.66% (n = 360,000); AID 493056, 2011; in the data active means enhancement above about 30%; further: 0% is about no effect
#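 Enhancer read-out: after compound pinning and an initial kinetic agonist-mode read, an EC20 of TRH (10 nM final) was injected and fluo-8 calcium signal (Ex 480/Em 530) followed at 1 s/cycle for 100 cycles in TRHR-expressing cells.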
# D2 antag: HTS Assay for Allosteric Antagonists of the Human D2 Dopamine Receptor: Primary Screen for Antagonists; inhibition, % at 10 µM; D(2) dopamine receptor (Homo sapiens), P14416; HEK293 TREx D2 cells, calcium flux, dopamine EC80; actives 2% (n = 340,000); in the data active means inhibition above about 30%; further: 0% is about no effect
#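 Calcium mobilization kinetics were recorded at 1 s intervals in tetracycline-induced HEK293 T-REx D2 cells, first for 180 s after compound addition and then 180 s after EC80 dopamine.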
# USP1-UAF1 inh: Inhibitors of USP1/UAF1: Primary Screen. recombinant USP1/UAF1, Ub-Rhodamine cleavage fluorescence. Ubiquitin carboxyl-terminal hydrolase 1 (Homo sapiens), O94782. actives 0.23% (n = 390,000). Potency, µM (doses to about 57.1 µM), without a hit: top-dose activity change, negative = inhibition, actives largely listed as inhibitors; further: potency means the concentration at half of the fitted maximal effect; on the % scale 0 is the no-effect control and ±100 the full control effect; nearly all actives have a fitted effect of over 60% in size; inactives centre near -12
#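 1 nM enzyme complex + cpd, 15 min RT; start with Ub-Rho 150nM final; kinetic fluorescence ex 480/em 540, 6 reads q60 s. Buffer 50mM HEPES pH 7.8, 0.5mM EDTA, 0.1 mg/ml BSA, 1mM TCEP, 0.01% Tween-20.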
# PI4K2A block: qHTS for small molecular inhibitors of PI4K2A; purified PI4K2A, ADP-Glo luminescence, 1 h; active compounds read low; activity change, negative = inhibition, % at 76.9 µM; actives 0.13% (n = 420,000); in the data active means activity change below about -50%; inconclusive means mostly about -30% to -49%;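 further: -100% = wells without enzyme as full effect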
#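 PI4K2A activity was measured by ADP-Glo luminescence: enzyme (4 ug/mL stock) and phosphatidylinositol (1.2 mM stock) in Tris pH 7.5/MgCl2/EGTA/Triton X-100 buffer were reacted with ATP (300 microM stock) for one hour at ambient temperature.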
# TrxR1 substrate: qHTS Assay for Substrates of Mammalian Selenoprotein Thioredoxin Reductase 1 (TrxR1): qHTS; Thioredoxin reductase 1, cytoplasmic (Rattus norvegicus), O89049; purified TrxR1 substrate turnover, NADPH consumption readout; Potency, µM (top dose mostly 114 µM), for inactives: top-dose activity change, negative = substrate turnover; actives 0.01% (n = 390,000); further: potency means the concentration at half of the fitted maximal effect; on the % scale 0 is the no-effect control and ±100 the full control effect; nearly all actives have a fitted effect of over 50% in size
# Target sequence (O89049 whole entry, looked up): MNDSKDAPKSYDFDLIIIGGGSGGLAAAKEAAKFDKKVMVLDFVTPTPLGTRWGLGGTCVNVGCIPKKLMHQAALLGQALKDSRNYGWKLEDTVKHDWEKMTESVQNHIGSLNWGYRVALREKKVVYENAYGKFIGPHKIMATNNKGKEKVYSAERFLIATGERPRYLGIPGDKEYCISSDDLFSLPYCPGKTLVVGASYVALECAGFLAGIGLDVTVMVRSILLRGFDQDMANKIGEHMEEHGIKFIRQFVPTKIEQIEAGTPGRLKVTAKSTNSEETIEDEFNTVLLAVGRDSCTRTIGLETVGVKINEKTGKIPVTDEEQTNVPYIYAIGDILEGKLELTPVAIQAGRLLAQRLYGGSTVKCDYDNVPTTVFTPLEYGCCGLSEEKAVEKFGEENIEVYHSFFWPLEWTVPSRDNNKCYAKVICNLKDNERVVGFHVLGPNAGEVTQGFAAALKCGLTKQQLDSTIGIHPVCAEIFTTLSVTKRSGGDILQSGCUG
#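 Rat TrxR1, dispensed at 90 nM, was prereduced with 400 uM NADPH (final) for 5 min at ~22 deg C, then incubated with compound 15 min before 400 uM selenite. A first-read NADPH fluorescence drop versus no-compound background flagged substrates.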
# mIDH1 inhibitor: qHTS for Inhibitors of mutant isocitrate dehydrogenase 1 (IDH1): qHTS; IDH1-R132H enzyme, NADPH consumption, diaphorase/resazurin fluorescence; actives 0.093% (n = 390,000); Potency, µM (series often up to 76.6 µM), without a hit: top-dose activity change, negative = inhibition, hits mostly inhibitors; AID 602179, 2012; further: potency means the concentration at half of the fitted maximal effect; on the % scale 0 is the no-effect control and ±100 the full control effect; nearly all actives have a fitted effect of over 65% in size
#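 IDH1-R132H (0.5 ug/mL) preincubated 30 min with compound, then NADPH (0.016 mM) and alpha-KG (2 mM) added; 80 min at RT, pH 7.5. Remaining NADPH coupled via diaphorase/resazurin to fluorescence (540/590 nm); concentration-response curves normalized to no-enzyme control.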
# rTrxR1 inhibitor: qHTS Assay for Inhibitors of Mammalian Selenoprotein Thioredoxin Reductase 1 (TrxR1): qHTS; recombinant rTrxR1, NADPH fluorescence consumption, selenite substrate; Potency, µM (titrated, usually from 114 µM), for inactives: at the top dose activity change, negative = inhibition, usual class: inhibitors; actives 1% (n = 390,000); further: potency means the concentration at half of the fitted maximal effect; on the % scale 0 is the no-effect control and ±100 the full control effect; nearly all actives have a fitted effect of over 65% in size
#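 Rat TrxR1 (90 nM in the dispensed reagent) was pre-reduced with 400 uM NADPH for 5 min at room temperature, then incubated with compound for 15 min. After 400 uM selenite was added, NADPH fluorescence (Ex 340/Em 450 nm) was followed for 8 min.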
# Numbers without * were called inactive; ? = inconclusive; / = no result given; [ ] = remark or other dose. Unless noted, the call rests on the fitted dose curve; in most records, active means well fitted inhibition curve with a large enough effect; inconclusive means small, poorly fitted or top-dose-only effect; inactive means no such curve, though single readings can be large or run the other way.
SMILES,D2 agonist,TRHR agonist,TRHR PAM,D2 antag,USP1-UAF1 inh,PI4K2A block,TrxR1 substrate,mIDH1 inhibitor,rTrxR1 inhibitor
O=C(CCN1C(=O)/C(=C/c2ccc(F)cc2)SC1=S)NNC(=O)c1cccnc1,0.5,-0.3,1,11,-2%,1,-15%,5%,-15%
Cc1ccccc1NC(=O)NCCCCc1ccccc1,-0.8,-0.2,1,-11,-16%,-13,1%,0%,-1%
COc1ccc(NC(=O)CN2C(=O)NC(C)(c3ccccc3)C2=O)cc1Cl (centres undefined),0.5,0.1,10,1,-11%,2,-2%,-12%,7%
CCCCCCOc1ccc(N2C(=O)CC(NCc3ccc(S(N)(=O)=O)cc3)C2=O)cc1 (centres undefined),/,0.9,-4,/,-6%,1,-7%,-12%,11%
O=C1/C(=C/c2cccs2)CCC/C1=C\c1cccs1,0.1,2.5,7,-6,-7%,0,4%[57.1 µM],3%,-12%[57.1 µM]
Cc1ccc(S(=O)(=O)N(CC(=O)NN=C2CCN(C)CC2)c2ccc(F)cc2)cc1,1.5,0.0,-4,-6,-11%,4,-2%[57.1 µM],-4%,-4%[57.1 µM]
CC(C)(C)c1ccc(C(=O)Nc2nonc2-c2nc3ccccc3[nH]2)cc1,-1.0,-2.1,-3,-16,-20%,4,10%[57.1 µM],-3%,11%[57.1 µM]
Cn1c(C(O)c2ccccc2F)nc(Cl)c1Cl (centres undefined),0.3,0.2,2,0,-9%,-3,0%[57.1 µM],3%,12%[57.1 µM]
Cc1ccc(C)c(OCC(O)CN2CCC(Cc3ccccc3)CC2)c1 (centres undefined),-0.4,2.3,-4,47*,-24%,-2,-1%,-3%,0%
COCCNc1nc2c(c(=O)n(C)c(=O)n2C)n1Cc1c(F)cccc1Cl,-0.2,-0.6,-3,/,-21%,-5,7%,14%,16%
COc1cc2[nH]c(=O)c(C(=O)NCc3ccc(F)cc3)c(O)c2cc1OC,-0.2,0.7,-7,13,-25%,7,4%,-4%,9%
Cc1ccc(NC2=Nc3ccccc3CC2)cc1,0.9,0.1,4,61*,-11%,-15,-7%,6%,-11%
CC(CCc1ccccc1)NC(=O)CCC1CCCC1 (centres undefined),/,/,/,/,-22%,0,0%,6%,18%
CC(=C/c1ccccc1)/C=C1/SC(N2CCOCC2)=NC1=O,-0.2,-1.0,1,-6,-9%,3,-8%,7%,-24%
COc1ccc(NC(=O)CCNC(=O)c2ccco2)cc1Cl,-0.2,-0.1,0,10,?,-3,5%,0%,5%
O=C(Cc1ccccc1)Nc1ccc(NC(=O)c2ccco2)nc1,-0.2,0.4,-5,3,5%,3,0%,-2%,-2%
O=C(CCC(=O)NCCO)NCCO,1.5,2.8,3,14,-19%,4,7%,-10%,23%
CC(C)N(C(=O)[C@H]1CC(CC(=O)NCCN2CCOCC2)C(=O)N2CCc3c([nH]c4ccccc34)[C@]12C)C(C)C (some centres undefined),/,/,/,/,-18%,1,-2%,-9%,10%
COc1ccc(OC)c(CN2CCN(C(=O)c3cc(S(=O)(=O)N4CCOCC4)ccc3C)CC2)c1,/,/,/,/,-19%,3,-9%,5%,?
CC(C)(C)OC(=O)C[C@@H]1C/C=C\C[C@H](CC(=O)N[C@@H](CO)Cc2ccccc2)C(=O)N[C@H](Cc2ccccc2)COC1=O,/,/,/,/,10%,-1,8%[57.1 µM],-5%,15%[57.1 µM]
O=C(NCc1ccc2c(c1)OCO2)c1ccc2c(c1)C(=O)N(Cc1cccnc1)C2=O,-1.6,0.2,2,-3,-16%,13,9%[57.1 µM],3%,16%[57.1 µM]
O=C(Nc1ccc2nc(SCC(=O)N3CCCc4ccccc43)sc2c1)c1ccccc1F,3.0,0.8,-3,/,-5%,-4,0%,-3%,17%
COc1ccc(C(=O)Nc2cccc(S(=O)(=O)N(C)C)c2)cc1S(=O)(=O)N1CCOCC1,/,/,/,/,-18%,-1,-1%,2%,3%
CS(=O)(=O)N1N=C(c2cccs2)CC1c1ccc(F)cc1 (centres undefined),-1.8,-0.6,5,13,1%,6,-7%,-8%,-11%
COc1ccc(CCNC(=O)c2cc3c(=O)n4ccccc4nc3n(CC3CCCO3)c2=N)cc1OC (centres undefined),-0.1,2.5,-2,0,?,5,20%,-2%,10%
COc1cccc([C@@H]2CC=C(C(=O)O)[C@H](c3ccccc3F)N2S(=O)(=O)c2ccc(C)cc2)c1,-0.2,-0.4,-13,8,-17%,-4,-12%[57.1 µM],14%,-8%
Cc1ccc(-c2onc3ccc(C=O)cc23)cc1,-1.4,0.9,1,2,-7%,5,30%,6%,-18%
COC(=O)[C@@]12CCCN1[C@H](c1ccc(-c3ccc4c(c3)OCO4)c(OC)c1)[C@H]1C(=O)N(C)C(=O)[C@H]12,-1.3,-0.6,7,-2,?,-3,0%,-6%,5%
COc1ccc(S(=O)(=O)N2CCCC2)cc1NC(=O)c1ccccc1,-1.5,-0.1,18,-4,-3%,-6,7%[57.1 µM],10%,14%[57.1 µM]
CC1=C(C(=O)OCCCBr)C(c2ccc3c(c2)OCO3)NC(=O)N1 (centres undefined),-0.5,0.3,-6,12,1%,14,6%[57.1 µM],6%,-52%
COc1ccc(-c2nnc(OCc3nc4ccccc4n3C)c3ccccc23)cc1,0.4,-0.1,-4,4,-8%,3,0%[57.1 µM],-5%,-5%[57.1 µM]
Cc1cc(Nc2ccc(F)c(Cl)c2)n2nc(C)nc2n1,-1.0,0.2,3,12,-11%,2,-9%[57.1 µM],11%,8%[57.1 µM]
CCCc1cc(-c2nc(N)ncc2-c2ccc3c(c2)OCCCO3)c(O)cc1OC,0.1,-0.1,0,-6,-25%,-6,-11%,5%,-5%
Cc1cc(C)n2nc(C(=O)Nc3cccnc3)nc2n1,0.0,1.8,2,11,-9%,-17,7%[57.1 µM],5%,7%[57.1 µM]
COC(=O)c1ccc(NC(=O)c2ccc3nc(C)sc3c2)cc1,-2.4,-1.2,-2,-5,0%,-22,28%,7%,6%[57.1 µM]
C=CCn1c(SCC(=O)NCCOC)nc2scc(-c3ccco3)c2c1=O,0.4,-0.2,7,-16,-8%,-13,-2%,7%,45µM*
CCOC(=O)c1cc(-c2ccc(OC)cc2)nc2c1c(C)nn2CCC#N,/,0.4,4,/,-19%,1,218%[activator],-1%,61%[activator]
O=C(NCCc1ccc(F)cc1)c1cc2ccccc2oc1=O,-0.3,1.9,0,-1,-23%,0,3%,-1%,9%
Brc1c(C[n+]2ccccc2)nc2ccccn12,2.0,-1.1,0,14,-17%,0,4%,3%,?
CCCn1c2c(c(O)c(C(=O)Nc3nccs3)c1=O)CCCC2,-1.8,-0.3,-6,-5,-13%,-4,-4%,-12%,-10%
c1ccc2ncc(-n3cnnn3)cc2c1,0.0,-0.6,-5,6,-22%,0,0%,1%,8%
O=C(CN1CCOC1=O)N1CCCC(Nc2ccc(F)c(F)c2)C1 (centres undefined),1.7,0.4,0,-7,-29%,-2,4%,-8%,14%

# 2 records drawn at random from those above, as already listed:
SMILES,D2 agonist,TRHR agonist,TRHR PAM,D2 antag,USP1-UAF1 inh,PI4K2A block,TrxR1 substrate,mIDH1 inhibitor,rTrxR1 inhibitor
CCCn1c2c(c(O)c(C(=O)Nc3nccs3)c1=O)CCCC2,-1.8,-0.3,-6,-5,-13%,-4,-4%,-12%,-10%
O=C(Nc1ccc2nc(SCC(=O)N3CCCc4ccccc43)sc2c1)c1ccccc1F,3.0,0.8,-3,/,-5%,-4,0%,-3%,17%

# Record cards, from the list above. Screens in order: D2 agonist	TRHR agonist	TRHR PAM	D2 antag	USP1-UAF1 inh	PI4K2A block	TrxR1 substrate	mIDH1 inhibitor	rTrxR1 inhibitor
# Record of Cc1ccc(-c2onc3ccc(C=O)cc23)cc1 → -1.4	0.9	1	2	-7%	5	30%	6%	-18%
# Record of COc1ccc(-c2nnc(OCc3nc4ccccc4n3C)c3ccccc23)cc1 → 0.4	-0.1	-4	4	-8%	3	0%[57.1 µM]	-5%	-5%[57.1 µM]
# Record of COc1cccc([C@@H]2CC=C(C(=O)O)[C@H](c3ccccc3F)N2S(=O)(=O)c2ccc(C)cc2)c1 → -0.2	-0.4	-13	8	-17%	-4	-12%[57.1 µM]	14%	-8%
# Record of CC1=C(C(=O)OCCCBr)C(c2ccc3c(c2)OCO3)NC(=O)N1 (centres undefined) → -0.5	0.3	-6	12	1%	14	6%[57.1 µM]	6%	-52%
# Record of c1ccc2ncc(-n3cnnn3)cc2c1 → 0.0	-0.6	-5	6	-22%	0	0%	1%	8%

# Assay outcomes deposited in PubChem BioAssay by National Center for Advancing Translational Sciences (NCATS).
